# TbPYK inhibitor – inhibitors of Trypanosoma brucei pyruvate kinase | TbPYK enzyme, Kinase-Glo Plus ATP luminescence, 45 min | Potency, µM (highest dose often 76.8 µM), for the others: top-dose activity, negative = inhibition, most hits filed as inhibitors | 410,000 compounds, 0.12% hits; also: potency is read from the fitted curve at half-maximal effect; nearly all actives have a fitted effect of over 50% in size
#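 Assay buffer: 50 mM TEA pH 7.2, 100 mM KCl, 10 mM MgCl2, 0.05% BSA, 0.01% Tween-20. Pyruvate kinase from T. brucei plus substrate met compound, then ADP (130 uM final). Luminescence was read post 45 min RT.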
# AmpC no deterg – AmpC beta-lactamase inhibition without detergent; 330,000 compounds, 0.52% hits; Potency, µM (top dose mostly 57.1 µM), without a hit: at the highest dose activity change, negative = inhibition, most hits filed as inhibitors; P00811; AmpC nitrocefin hydrolysis, absorbance 480 nm, 0.0001% Triton;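 also: potency is read from the fitted curve at half-maximal effect; plate controls were no compound for no effect and no enzyme for full effect; nearly all actives have a fitted effect of over 20% in size; some results filed as inactive show a strong effect at the top dose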
# Target sequence (P00811 whole entry, looked up): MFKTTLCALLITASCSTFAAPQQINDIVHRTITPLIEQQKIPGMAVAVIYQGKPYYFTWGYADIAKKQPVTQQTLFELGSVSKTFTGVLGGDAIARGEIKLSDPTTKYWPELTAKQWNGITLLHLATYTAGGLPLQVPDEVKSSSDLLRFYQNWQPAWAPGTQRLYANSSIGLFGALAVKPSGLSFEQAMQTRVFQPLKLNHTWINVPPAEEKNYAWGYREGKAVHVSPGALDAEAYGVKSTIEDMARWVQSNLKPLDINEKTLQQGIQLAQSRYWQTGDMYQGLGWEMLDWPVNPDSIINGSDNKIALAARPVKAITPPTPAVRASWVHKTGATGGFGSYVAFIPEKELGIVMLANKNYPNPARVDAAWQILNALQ
#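 AmpC (5.3 nM in the dispensed reagent) in 20 mM phosphate pH 7.0 with 0.01% (detergent screen) or 0.0001% Triton X-100 was preincubated with compounds for 15 min at room temperature. Nitrocefin was then added from an 800 uM solution, and hydrolysis was followed at 480 nm.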
# AMA1 RON2 block – AMA1-RON2 (P. falciparum) interaction inhibition. 360,000 compounds, 0.2% hits. AlphaScreen AMA1-biotinylated RON2 peptide binding. Potency, µM (series often up to 58.2 µM), for inactives: at the top dose activity change, negative = inhibition, most hits filed as inhibitors;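 also: potency is read from the fitted curve at half-maximal effect; 0% = vehicle wells and -100% = peptide control; nearly all actives have a fitted effect of over 45% in size; some results filed as inactive show a strong effect at the top dose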
#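 AMA1 (3D7) with his tag at 25 nM final met compounds first, then biotinylated RON2 peptide at 25 nM; detection used donor plus acceptor beads, 10 µg/mL apiece, read by AlphaScreen after 30 min at room temperature.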
# HCMV inh – inhibitors of human cytomegalovirus; 410,000 compounds, 4.5% hits; activity change, negative = inhibition, % at 57.5 µM; HFF cells, HCMV-luciferase reporter, 72 h; stronger effect = lower value; in the data active = activity change below about -60%; inconclusive = no clear call, values can overlap the other calls; inactive = above about -39%
#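 Human foreskin fibroblasts infected with luciferase-reporter HCMV at MOI 1 PFU/cell, compounds at two doses. Luciferase measured 72 h post infection; normalized to buffer-only basal and Salinomycin (10uM) controls.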
# LmPK inhibitor – inhibitors of Leishmania mexicana pyruvate kinase; Q27686; Potency, µM (highest dose often 57.5 µM), for inactives: at the highest dose activity change, negative = inhibition, actives largely listed as inhibitors; 290,000 compounds, 0.37% hits; purified LmPK, Kinase-Glo ATP luminescence, 1 h; AID 1721; also: potency is read from the fitted curve at half-maximal effect
# Target sequence (Q27686 whole entry, looked up): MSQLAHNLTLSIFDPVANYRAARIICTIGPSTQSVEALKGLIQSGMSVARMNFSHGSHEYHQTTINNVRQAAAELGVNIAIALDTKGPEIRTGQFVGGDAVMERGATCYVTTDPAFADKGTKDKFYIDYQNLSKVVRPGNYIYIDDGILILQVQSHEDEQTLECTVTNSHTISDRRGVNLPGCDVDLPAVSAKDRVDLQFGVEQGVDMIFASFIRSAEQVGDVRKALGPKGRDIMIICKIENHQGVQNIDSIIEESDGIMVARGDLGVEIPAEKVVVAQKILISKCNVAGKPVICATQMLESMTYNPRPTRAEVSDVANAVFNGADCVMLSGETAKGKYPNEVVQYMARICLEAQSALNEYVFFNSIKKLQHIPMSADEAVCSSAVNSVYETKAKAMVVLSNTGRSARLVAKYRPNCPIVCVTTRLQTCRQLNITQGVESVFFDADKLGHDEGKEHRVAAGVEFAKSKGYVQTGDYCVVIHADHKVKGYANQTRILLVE
#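 Purified LmPK (0.1 nM) converted ADP (0.1 mM) to ATP with PEP (0.5 mM) in imidazole buffer pH 7.2 with KCl and MgCl2, 1 h at room temperature. ATP was read by Kinase-Glo luminescence; data normalized to uninhibited and no-enzyme controls.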
# HCV inhibitor – HCV inhibition; Huh7.5.1 HCVcc-Cre infection, luciferase reporter, 44 h; Potency, µM (titrated, usually from 41.8 µM), for the others: at the highest dose activity change, negative = inhibition, most hits filed as inhibitors; 340,000 compounds, 3.4% hits; AID 651820; also: potency is read from the fitted curve at half-maximal effect
#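 Seed cells (1,000/well) for 4 h; treat with compound and infect with HCVcc-Cre, moi about 0.5. Incubate 44 h, then detect luciferase activity.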
# AmpC detergent – blocks E. coli AmpC beta-lactamase in detergent assay; 370,000 compounds, 0.041% hits; AmpC hydrolysis of nitrocefin, absorbance 480 nm, 0.01% Triton; Potency, µM (doses to about 114 µM), for the others: at the highest dose activity change, negative = inhibition, usual class: inhibitors;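 also: potency is read from the fitted curve at half-maximal effect; 0% = no-compound wells and -100% = no-enzyme wells; nearly all actives have a fitted effect of over 25% in size; some results filed as inactive show a strong effect at the top dose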
#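 20 mM phosphate pH 7.0 + 0.01% (detergent screen) or 0.0001% Triton X-100; 5.3 nM AmpC reagent; cpd preinc 15 min RT; nitrocefin (800 uM stock) to start; A480 q20 s × 4 min; Activity was normalised to no-enzyme and no-compound control wells.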
# The depositor's hits bear a star; ? = inconclusive; · = no result given; & = joins results of further samples; [ ] = remark or other dose. Unless noted, calls follow the shape of the dose curve; as a rule, active = well fitted curve in the direction sought with a large enough effect; inconclusive = small, poorly fitted or top-dose-only effect, or another doubt; inactive = no such curve, though single readings can be large; an effect the other way counts as inactive or inconclusive. Unless noted, % is scaled to controls: 0 for no effect and ±100 for the full control effect.
SMILES,TbPYK inhibitor,AmpC no deterg,AMA1 RON2 block,HCMV inh,LmPK inhibitor,HCV inhibitor,AmpC detergent
O=C(CSc1nnc(Cc2cccs2)n1Cc1ccco1)Nc1cccc(Cl)c1,0%,-49%,-10%,7,0%,?,-11%
COC(=O)C12CC3CC(C1)CC(n1cnc(Cl)n1)(C3)C2,-3%,-10%,-8%,53,-3%,-1%,-10%
COc1ccc(C(CNC(=O)C(C)(C)Oc2ccc(Cl)cc2)N2CCCC2)cc1 (stereo not drawn),1%,137%[activator],5%,-31,·,?,?
COC(=O)c1sc(NC(=O)COc2cccc3ccccc23)nc1C,3%,-28%,-8%,14,2%,?,-11%
Cc1c(C)c2ccc(OCC(=O)Nc3ccccn3)c(C)c2oc1=O,?,-29%,2%,-84*,-17%,6%,-10%
Cc1c(O)nc(SCC(=O)Nc2cccc(C(F)(F)F)c2)n(-c2ccccc2)c1=O,3%,-42%,9%,-104*,-5%,-2%,-6%
CCc1ccc(NS(=O)(=O)c2ccc3[nH]cc(C(=O)N4CCCCC4)c(=O)c3c2)cc1,-2%,-1%,?,52,3%,-3%&10%,3%
O=C(O)CCc1nn2c3ccccc3n(CCN3CCCCC3)c2nc1=O,-1%,28%,7%,3,9%,8%,?
COc1ccc(C(=O)/C=C/c2ccc(C)cc2)c(OC(=O)c2ccc([N+](=O)[O-])cc2)c1,-7%,-19%,-8%,28,2%,-3%,-4%
CN(C)CCN(CC1CCCN(Cc2ccccc2F)C1)C(=O)Cc1ccccc1F (stereo not drawn),-9%,66%[activator],13%,-24,5%,?,2%
Nc1ncc(S(=O)(=O)Nc2ccc(F)cc2F)cn1,14%,·,·,38,·,·,0%
CCOc1ccc(N=C2NN=C(c3cc(C)n(CC4CCCO4)c3C)CS2)cc1 (stereo not drawn),?,-6%[2.29 µM],8%,-4,1%,?,-6%
O=C(Nc1nnc(S(=O)(=O)N2CCOCC2)s1)c1ccccc1F,1%&-1%,-18%,10%,-15&16,-4%,?,-1%&19%
O=S(=O)(Nc1cccc2c1CCCC2)c1ccc(Cl)cc1,-1%,-22%,26%,-31,-1%,-5%,?
O=C(CCNC(=O)C1CCN(S(=O)(=O)c2ccc(F)cc2)CC1)NCc1cccnc1,3%,0%,-7%,-28,2%,9%,?
CCOCCn1c(CN2CCCCC2C)nc2c1c(=O)n(C)c(=O)n2C (stereo not drawn),3%,-10%,2%,41,-1%,3%,-11%
O=C(CSc1nnc(-c2ccncc2)o1)NC1C2CC3CC(C2)CC1C3 (stereo not drawn),0%,-17%,-28%,-39,0%,33%[activator],-11%
CCc1ccc(OCCOC(=O)Nc2ccccc2)cc1,9%,-17%,28%,-12,-2%,?,5%
CCCCCCCC(=O)N/N=C(\C)c1cccnc1,6%,-6%,21%,?,-5%,11%,-1%
Cc1cccc(C)c1Nc1c(-c2ccccc2F)nc2cccc(C)n12,2%,·,·,-28,·,·,24%
CC1CCCCC1NC(=O)COC(=O)/C=C/c1ccc2c(c1)OCO2 (stereo not drawn),-5%,-33%,-7%,10,0%,9%,-6%
CCOc1ccc2nc(Cl)c(/C=C/C(=O)c3ccco3)cc2c1,4%,-27%,-11%,61,1%,?,1%
CN(Cc1cnccn1)C(=O)C1CCC(=O)N(CCc2ccc(Cl)cc2)C1 (stereo not drawn),2%,19%,4%,33,-2%,16%,8%
S=C(NCc1ccco1)NCC(c1ccco1)N1CCCCC1 (stereo not drawn),5%,4%,-2%,-24,3%,16%,2%
COc1ccc(NC(=O)CCNS(=O)(=O)c2ccc(Cl)c([N+](=O)[O-])c2)cc1S(N)(=O)=O,-1%,-20%,14%,-10,8%,-12%,-13%
CCS(=O)(=O)c1nc2ccccc2n1CC(=O)N1CCCCC1,0%,-19%,13%,-27,1%,1%,1%
O=[N+]([O-])c1ccc2nc(-c3ccccc3)n(OCc3ccc(Cl)cc3)c2c1,-4%,-28%,-22%,29,12%,?,-1%
O=C(Nc1cccc(Cl)c1)c1ccc(NCCCN2CCOCC2)c([N+](=O)[O-])c1,2%,181%[activator],-1%,?,6%,10µM*,?
COC(=O)c1c(NC(=S)NNS(=O)(=O)c2ccc(OC)cc2OC)sc2c1CCCCCC2,1%,-21%,26%,12,-4%,3%,-8%
COc1ccc(/C=N/Nc2nccnc2Cl)cc1,?,-10%,13%,108,7.1µM*,-1%,?
Cc1cc(C(=O)NN=C2CCCCCC2)c(C)o1,6%,-32%,70%[activator],-12,1%,-18%,-13%
CCOC(=O)C1(CCOc2ccccc2)CCN(C(=O)c2ccc(-n3cccn3)cc2)CC1,-26%,104%[activator],-8%,?,-4%,?,0%
COc1cc(OC)cc(C(=O)OCCCOC(=O)c2cc(OC)cc(OC)c2)c1,1%,-16%,4%,-31,-12%,-20%,0%
COc1ccc2[nH]cc(C(=O)CN3CCN(C(=O)c4ccco4)CC3)c2c1,0%,-5%,4%,-30,-7%,0%,?
O=C(NCCCN1CCOCC1)c1ccc2c(=O)n(Cc3cccc(Br)c3)c(=S)[nH]c2c1,-14%,79%[activator],69%[activator],·,2%,?,?
COc1cc(/C=C/C(=O)OCC(=O)NCCCc2ccccc2)ccc1O,1%,-21%,0%[11.6 µM],-20,·,-14%,·
CCOc1ccc(NC(=S)N2CCC(NC(=O)c3ccccc3)CC2)cc1,-15%,-11%,0%,-6,2%,-8%,-4%
CCN(CC)C(=O)C1=C(C)N(Cc2ccccc2)C(=O)C(CC(=O)NC2CCCCC2)C1 (stereo not drawn),1%,·,-4%,-20,·,·,·
Cc1ccc(N2C(=O)/C(=C/c3ccco3)SC2=S)cc1,8%,-25%,6%,5,4%,0%,?
Cc1ccc(NC(=O)c2nnn(Cc3cccc(C(F)(F)F)c3)c2N)c(C)c1,-2%,·,·,-32,·,·,8%
CCC(=O)N(Cc1cc(=O)[nH]c2ccccc12)C1CCCCC1,-1%,-14%,9%,-15,1%,13%,?
CC(Sc1nc(C(F)(F)F)nc2ccccc12)C(=O)NC1CCCC1 (stereo not drawn),4%,-13%,-20%,-19,·,?,-7%
CCC(C)(C)n1nnnc1C(C(C)C)N(Cc1cccnc1)Cc1ccco1 (stereo not drawn),5%,37%,-14%,?,1%,-21%,-1%
COc1ccc2c(c1)CC(C(=O)NCCCN1CCN(c3ccccc3F)CC1)CO2 (stereo not drawn),5%,·,·,-19,·,·,1%
CCC(=O)NC(=S)Nc1ccc(NC(=O)c2ccco2)c(OC)c1,13%,-19%,-2%,12,-2%,-4%,0%
COc1ccccc1N(C)S(=O)(=O)c1ccc(C(=O)OCC(=O)NCCC2=CCCCC2)cc1,1%,-7%,-14%,-62*,1%,5%,-10%
COc1ccc(-n2cc(CN(C)Cc3n[nH]c(=O)[nH]3)c(-c3cccc(F)c3)n2)cc1,-19%,111%[activator],-1%,-17,4%,?,5%
C(=C\c1ccccc1)/CN1CCN(Cc2ccc3c(c2)OCO3)CC1,0%,-32%,?,14,-3%,1%,?
CC(=O)N1CCN(C(=S)NC(=O)c2c(-c3ccccc3Cl)noc2C)CC1,-15%,-20%,64%[activator],-8,2%,-2%,-8%
NC(Cc1cnc[nH]1)c1csc(Nc2ccc(C(F)(F)F)cn2)n1 (stereo not drawn),0%,·,-40%,-6,·,·,·
O=C(Nc1cccc(-c2cn3cccnc3n2)c1)c1ccc(Br)o1,-6%,-20%,-12%,-3,0%,?,-4%
COc1ccc(-n2nnnc2C2CCN(S(=O)(=O)c3ccc(C)cc3)CC2)cc1,-7%,·,·,0,·,·,20%
O=C(NCc1ccco1)C1c2ccccc2Oc2ccccc21,3%,-28%,-18%,-16,2%,?,-5%
Fc1ccccc1-c1nc(NCc2ccco2)c2ccccc2n1,-1%,-33%,-9%,-81*,0%,-25%,-4%
COC(=O)C1=C(C(=O)OC)[C@@H]2N(C)c3ccccc3[C@@]23C[C@@H](CO)N=C3N1,2%,·,17%,·,-5%[11.5 µM],10%,·
O=C(Nc1ccc(Cl)cc1F)C1CC1c1ccccc1 (stereo not drawn),1%,-37%,5%,-18,4%,2%,-14%
CCCn1c(C)cc(C(=O)CSc2nc3ccccc3c(=O)n2Cc2ccco2)c1C,3%,-23%,?,?,1%,?,?
COc1ccc(NC(=O)C2COc3ccccc3C2)cc1Cl (stereo not drawn),-5%,·,·,5,·,·,30%
COc1cccc(-c2nn(-c3ccc(C)cc3)cc2C(=O)NCC(c2cccs2)N2CCOCC2)c1 (stereo not drawn),-1%,135%[activator],-5%,?,·,?,-10%
CN(C)c1ccc(/C=N/N=C2/NC(=O)/C(=C/c3ccc([N+](=O)[O-])cc3)S2)cc1,-5%,-20%,-8%,-22,1%,6%,-8%

# Additional records follow:
SMILES,TbPYK inhibitor,AmpC no deterg,AMA1 RON2 block,HCMV inh,LmPK inhibitor,HCV inhibitor,AmpC detergent
COc1ccc(C)cc1NC(=O)CCN1CC(C)OC(C)C1 (stereo not drawn),2%,-1%,-15%,8,-9%,-3%,5%
CN1CCN(Cc2cccc(Oc3ccccc3)c2)CC1,15%,23%,-5%,-12,2%,-17%,-8%
O=C(NCc1ccc2c(c1)OCO2)c1cccnc1Cl,2%,-11%,-9%,-29,1%,0%,3%
COc1cc(C2C(=O)c3ccccc3C2=O)ccc1O,-21%,-25%,30%,-8,-2%,-15%,-9%
Cc1noc(C)c1CCC(=O)NC1CCCN(Cc2ccc(Cl)cc2)C1 (stereo not drawn),3%,3%,5%,-30,1%,-2%,-3%

# A different layout for 6 compounds above:
SMILES	TbPYK inhibitor	AmpC no deterg	AMA1 RON2 block	HCMV inh	LmPK inhibitor	HCV inhibitor	AmpC detergent
CCCCCCCC(=O)N/N=C(\C)c1cccnc1	6%	-6%	21%	?	-5%	11%	-1%
NC(Cc1cnc[nH]1)c1csc(Nc2ccc(C(F)(F)F)cn2)n1 (stereo not drawn)	0%	·	-40%	-6	·	·	·
CCN(CC)C(=O)C1=C(C)N(Cc2ccccc2)C(=O)C(CC(=O)NC2CCCCC2)C1 (stereo not drawn)	1%	·	-4%	-20	·	·	·
O=C(Nc1cccc(-c2cn3cccnc3n2)c1)c1ccc(Br)o1	-6%	-20%	-12%	-3	0%	?	-4%
CC(=O)N1CCN(C(=S)NC(=O)c2c(-c3ccccc3Cl)noc2C)CC1	-15%	-20%	64%[activator]	-8	2%	-2%	-8%
O=C(O)CCc1nn2c3ccccc3n(CCN3CCCCC3)c2nc1=O	-1%	28%	7%	3	9%	8%	?

# Assay outcomes deposited in PubChem by National Center for Advancing Translational Sciences (NCATS).
